Assay outcomes as filed in PubChem.
Lipid droplet: modulators of hepatic lipid droplet formation. inhibition, % at 6.5 µM. 240,000 compounds, 0.4% hits. AML12 mouse hepatocytes, oleate lipid droplets, BODIPY imaging;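 active means lipid droplet intensity inhibited by at least 50%, with more than 500 cells counted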
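Test system: AML12 hepatocytes (mouse); reagent: oleate loading, 100 µM; dosing: one dose, 6.5 µM compound; incubation: overnight exposure; signal: fluorescence imaging, 20x objective, two fields per well; read-out basis: % inhibition of corrected integrated BODIPY droplet signal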
Lipid droplet cells 6.5 µM: also measured in Lipid droplet; calls as there; cell count; measured here: cell count, cytotoxicity flag;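 cells counted across two imaged fields per well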
Numbers without * were called inactive.

SMILES | Lipid droplet | Lipid droplet cells 6.5 µM
COc1ccccc1-n1c(/C=C/c2ccccn2)nc2ccccc2c1=O | -19 | 827
O=C(O)c1ccc(/C=C/c2nc3ccccc3c(=O)n2-c2ccc(Br)cc2)cc1 | -10 | 790
CCN1CCC(N(C)C2CCCCC2)CC1 | 1 | 851
COc1ccc(C(CNC(=O)Cc2ccc(Cl)c(Cl)c2)N2CCCCC2)cc1 (stereo not drawn) | 4 | 753
CCCCn1c(=O)c(C(=O)NCc2ccccc2)c(O)c2ccccc21 | 4 | 846
CCOc1ccc(NC(=O)CCNC(=O)N2C[C@H]3C[C@@H](C2)c2cccc(=O)n2C3)cc1 | 9 | 822
C/C(=N\NC(=O)c1ccccc1)c1c(O)n(C2CCCCC2)c(=O)[nH]c1=O | 12 | 709
O=C(COc1ccc2ccc(=O)oc2c1)N1CCC(C(=O)O)(c2ccccc2)CC1 | -3 | 786
Cc1cccc(NC(=O)N2C[C@H]3C[C@@H](C2)c2cccc(=O)n2C3)c1 | -2 | 813
O=C1CC(=O)N(c2cccc(C(F)(F)F)c2)C(=O)N1 | 1 | 803
CCCNC(=O)Cn1cnc2sc(C(=O)N3CCC4(CC3)OCCO4)c(C)c2c1=O | 1 | 691
c1ccc(CN2CCN(Cc3ccc4ccccc4c3)CC2)cc1 | -2 | 806
CN(C)C1C(=O)C(C(N)=O)=C(O)C2(O)C(=O)C3=C(O)c4c(O)cccc4C(C)(O)C3CC12 (stereo not drawn) | -5 | 741
CCN1CCN(S(=O)(=O)c2ccc(Cl)c(C(=O)Nc3ccc(C(=O)N(CC)CC)cc3)c2)CC1 | -2 | 819
Oc1ccc(C[C@H]2NCCc3cc(O)c(O)cc32)cc1O | 1 | 829
CCCCCn1c(=O)c(C(=O)Nc2ccccc2N)c(O)c2ccccc21 | 1 | 821
CCc1nn(CC(=O)N2CCC3(CC2)OCCO3)c(=O)c2cc3ccccc3n12 | -24 | 749
CCOC(=O)c1c(C=O)c2ccccc2n1Cc1ccccc1 | -3 | 761
Cc1ccc2c(c1)cc1c(=O)n(CC(=O)N3CCC4(CC3)OCCO4)nc(C)n12 | 0 | 743
Cc1ccc(CN2CCSc3ccc(C(=O)N4CCC5(CC4)OCCO5)cc32)cc1 | -15 | 755
COC(=O)C(NC(=S)N1CC2C[C@@H](C1)Cn1c2cccc1=O)C(C)C (stereo partly drawn) | 1 | 831
COc1ccccc1N1CCN(Cc2ccc(SC)cc2)CC1 | -9 | 792
Cc1cc(/C=C2\C(=O)NC(=O)N(c3ccccc3F)C2=O)c(C)n1-c1cc(C(=O)O)cc(C(=O)O)c1 | 9 | 812
O=C1NC(=O)N(c2ccccc2F)C(=O)/C1=C/c1cn(CC(=O)N2CCOCC2)c2ccccc12 | 7 | 843
Cc1c(-c2cccc(Cl)c2)nc2ccccc2c1C(=O)N1CCC2(CC1)OCCO2 | -16 | 821

Next part.
SMILES | Lipid droplet | Lipid droplet cells 6.5 µM
O=[N+]([O-])c1cccc(NP(=O)(Oc2ccccc2)Oc2ccccc2)c1 | -21 | 844
CCN1CCC(NCC2CCCCC2)CC1 | -2 | 819
OC(CN1CC=C(c2ccccc2)CC1)c1ccccc1 (stereo not drawn) | 3 | 754
Cc1cc(OC(C)C(=O)NCc2ccncc2)c2c3c(c(=O)oc2c1)CCCC3 (stereo not drawn) | -9 | 703
O=c1[nH]c(O)c(C=Nc2cc(F)cc(F)c2)c(=O)[nH]1 | -4 | 808
O=C1NC(=S)N(c2ccccc2)C(=O)/C1=C/c1ccco1 | -24 | 826
CCOc1cc2c(cc1OCC)-n1cccc1C(c1cccc(F)c1)NC2 (stereo not drawn) | -1 | 684
COc1ccc(CNCCc2c(C)[nH]c3ccc(OC(F)(F)F)cc23)c(OC)c1 | -55 | 739
FC(F)(F)c1ccc(CNCCc2ccc3c(c2)OCO3)cc1 | -8 | 814
Cc1ccc(N2C(=O)NC(=O)/C(=C\c3cc(C)n(-c4ccc(C(=O)O)cc4)c3C)C2=O)cc1 | 11 | 425
Fc1cccc(CNCCc2c[nH]c3ccccc23)c1 | -1 | 778
COc1ccc2c(c1)c(C(=O)C(C)N1CCCCC1)c(C)n2C (stereo not drawn) | -8 | 808
CCCCCn1c(=O)c(C(=O)Nc2ccccc2Cl)c(O)c2ccccc21 | -1 | 861
Cc1nc2cc([N+](=O)[O-])ccc2c(=O)n1-c1ccc(Br)cc1 | 1 | 822
O=[N+]([O-])c1cc(Cl)c(O)c(-[n+]2c(-c3ccccc3)cc(-c3ccccc3)cc2-c2ccccc2)c1 | -4 | 805
C=CCn1c(O)c(C=Nc2ccc(F)cc2)c(=O)[nH]c1=O | 0 | 839
COc1ccc(OCC#CCN2CCNCC2)cc1 | 0 | 793
Cc1cc(OCC(=O)N[C@@H](Cc2ccccc2)C(=O)O)c2c3c(c(=O)oc2c1)CCC3 | -8 | 780
N#CCCn1cc(C(=O)Nc2ccccc2Cl)c(-c2ccc(F)cc2)n1 | 0 | 819
Fc1cccc(CN2CCN(c3ccc(Cl)cc3)CC2)c1 | -7 | 834
Cc1ccc(C)c(OCc2cc(C(=O)N3C[C@H]4C[C@@H](C3)c3cccc(=O)n3C4)no2)c1 | -15 | 809
CC1=Nc2ccccc2/C1=C/c1c(O)[nH]c(=O)[nH]c1=O | 0 | 804
O=C(COc1ccccc1)NCCc1cnc[nH]1 | -23 | 805
Cc1cc(=O)oc2c(C)c(OCC(=O)N3CCC(C(=O)O)(c4ccccc4)CC3)ccc12 | -10 | 798
c1ccc(CN2CCNCC2)nc1 | -2 | 825

Some values from the list.
Lipid droplet, Fc1cccc(CNCCc2c[nH]c3ccccc23)c1 reads -1
Lipid droplet, CC1=Nc2ccccc2/C1=C/c1c(O)[nH]c(=O)[nH]c1=O reads 0

Other structures:
SMILES | Lipid droplet | Lipid droplet cells 6.5 µM
O=C1NC(=O)C(=Cc2cccc(OCCOc3ccccc3)c2)C(=O)N1 | -3 | 914
COc1ccc(Cc2c(O)[nH]c(=S)[nH]c2=O)cc1 | 5 | 861
CCOP(=S)(OCC)C(O)CCCCCn1c(=O)c(F)cn(C2CCCO2)c1=O (stereo not drawn) | -11 | 747
Cc1cccc(CCNCc2cc3cc(C)cc(C)c3[nH]c2=O)c1 | 3 | 803
CN1C[C@H](CO)C[C@@H]2c3cccc4[nH]cc(c34)C[C@H]21 | -5 | 833
COc1cc(Br)c(CNCCc2ccc3c(c2)OCO3)cc1OC | -9 | 767
O=c1[nH]c(O)c(C=Nc2ccc(Cl)c(C(F)(F)F)c2)c(=O)[nH]1 | 0 | 806
CCOc1cccc(N2C(=O)/C(=C/c3ccco3)C(=O)NC2=S)c1 | 2 | 815
O=C(c1ccc2c(c1)N(Cc1ccccc1)CCS2)N1CCC2(CC1)OCCO2 | -42 | 711
COC(=O)C(C)NC(=S)N1CC2C[C@@H](C1)Cn1c2cccc1=O (stereo partly drawn) | 1 | 692
COc1ccc(CNCCc2c[nH]c3ccccc23)c(OC)c1C | -3 | 820
O=C(O)Cn1cc(/C=C2\C(=O)NC(=O)N(c3ccc(Br)cc3)C2=O)c2ccccc21 | -12 | 844
O=C(c1ccc2c(c1)N(Cc1ccc(F)cc1)CCS2)N1CCC2(CC1)OCCO2 | -13 | 778
CCOc1cc2c(cc1OCC)-n1cccc1C(c1ccccc1O)NC2 (stereo not drawn) | 8 | 740
O=C1CNC(c2ccccc2Cl)c2cc(Br)ccc2N1 (stereo not drawn) | -6 | 848
COCCNC(=O)Cn1cc(/C=C2\C(=O)NC(=O)N(c3ccccc3F)C2=O)c2ccccc21 | -8 | 811
Cc1nc2ccccc2c(=O)n1-c1cccc(C(F)(F)F)c1 | 6 | 864
COc1ccc(CN2CCCC(C(=O)c3cccc(Cl)c3)C2)cc1 (stereo not drawn) | -13 | 794
COc1cccc(CNC(=O)CCC(=O)N2C[C@H]3C[C@H](C2)c2cccc(=O)n2C3)c1OC | -2 | 825
COc1cc(C)c(CNCCc2c[nH]c3ccccc23)cc1C | -2 | 865
NC(=O)Cn1cc(C(=O)c2ccccc2)c2ccccc21 | -2 | 847
COc1cc(OC)c(OC)cc1CN1CCN(C(=O)Cc2ccccc2)CC1 | 12 | 824
Cc1ccc(-n2c(/C=C/c3ccccn3)nc3ccccc3c2=O)cc1 | 1 | 823
O=C1NC(=S)NC(=O)C1=Cc1ccc(OCC(=O)N2CCCC2)cc1 | -5 | 655
C=CCN1C(=O)NC(=O)/C(=C/c2ccc(OCC(=O)Nc3ccc(C)cc3)cc2)C1=O | 13 | 834
COc1cccc(CC(=O)N2CCN(Cc3cccc(Cl)c3)CC2)c1 | -21 | 784
COc1ccc(CN2CC=C(c3ccc(F)cc3)CC2)cc1Br | 3 | 832
CC1CN(C(=O)CCC(=O)N2CCC3(CC2)OCCO3)c2cc(Cl)ccc2O1 (stereo not drawn) | -4 | 693
c1cncc(CNC2CCCCC2)c1 | 21 | 844
Cc1cccc(CCNCc2cc3cccc(C)c3[nH]c2=O)c1 | -14 | 786

Already shown: 24 of the compounds above.
SMILES | Lipid droplet | Lipid droplet cells 6.5 µM
COc1cc(Br)c(CNCCc2ccc3c(c2)OCO3)cc1OC | -9 | 767
O=c1[nH]c(O)c(C=Nc2ccc(Cl)c(C(F)(F)F)c2)c(=O)[nH]1 | 0 | 806
CCOc1cccc(N2C(=O)/C(=C/c3ccco3)C(=O)NC2=S)c1 | 2 | 815
O=C(c1ccc2c(c1)N(Cc1ccccc1)CCS2)N1CCC2(CC1)OCCO2 | -42 | 711
COC(=O)C(C)NC(=S)N1CC2C[C@@H](C1)Cn1c2cccc1=O (stereo partly drawn) | 1 | 692
COc1ccc(CNCCc2c[nH]c3ccccc23)c(OC)c1C | -3 | 820
O=C(O)Cn1cc(/C=C2\C(=O)NC(=O)N(c3ccc(Br)cc3)C2=O)c2ccccc21 | -12 | 844
O=C(c1ccc2c(c1)N(Cc1ccc(F)cc1)CCS2)N1CCC2(CC1)OCCO2 | -13 | 778
CCOc1cc2c(cc1OCC)-n1cccc1C(c1ccccc1O)NC2 (stereo not drawn) | 8 | 740
O=C1CNC(c2ccccc2Cl)c2cc(Br)ccc2N1 (stereo not drawn) | -6 | 848
COCCNC(=O)Cn1cc(/C=C2\C(=O)NC(=O)N(c3ccccc3F)C2=O)c2ccccc21 | -8 | 811
Cc1nc2ccccc2c(=O)n1-c1cccc(C(F)(F)F)c1 | 6 | 864
COc1ccc(CN2CCCC(C(=O)c3cccc(Cl)c3)C2)cc1 (stereo not drawn) | -13 | 794
COc1cccc(CNC(=O)CCC(=O)N2C[C@H]3C[C@H](C2)c2cccc(=O)n2C3)c1OC | -2 | 825
COc1cc(C)c(CNCCc2c[nH]c3ccccc23)cc1C | -2 | 865
NC(=O)Cn1cc(C(=O)c2ccccc2)c2ccccc21 | -2 | 847
COc1cc(OC)c(OC)cc1CN1CCN(C(=O)Cc2ccccc2)CC1 | 12 | 824
Cc1ccc(-n2c(/C=C/c3ccccn3)nc3ccccc3c2=O)cc1 | 1 | 823
O=C1NC(=S)NC(=O)C1=Cc1ccc(OCC(=O)N2CCCC2)cc1 | -5 | 655
C=CCN1C(=O)NC(=O)/C(=C/c2ccc(OCC(=O)Nc3ccc(C)cc3)cc2)C1=O | 13 | 834
COc1cccc(CC(=O)N2CCN(Cc3cccc(Cl)c3)CC2)c1 | -21 | 784
COc1ccc(CN2CC=C(c3ccc(F)cc3)CC2)cc1Br | 3 | 832
CC1CN(C(=O)CCC(=O)N2CCC3(CC2)OCCO3)c2cc(Cl)ccc2O1 (stereo not drawn) | -4 | 693
c1cncc(CNC2CCCCC2)c1 | 21 | 844

An excerpt; rates above refer to the full screens.
